Screening data: PubChem BioAssay, several laboratories
PKA-R1A act: activators of PKA-R1A holoenzyme, primary screen, biochemical, fluorescence polarization, Cy5-IP20, bovine R1A, mouse PKAc. cAMP-dependent protein kinase type I-alpha regulatory subunit (Bos taurus) + …. PKA-R1A dissociation; scaled: DMSO 0%, 113 µM cGMP 100%. activation, % at 11.4 µM. 0.083% of 340,000 active. AID 504707, 2011;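 active means percent activation above the mean of all tested compounds plus 3 SD, cut at about 19% in these data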;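 further: higher means more PKAc released from R1A so a rise in polarization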
phage Ecoli inh: growth loss of phage-infected E. coli, primary screen, RecBCD inhibitor project, absorbance, with phage, HTS; inhibition, % at 11.9 µM; 0.26% of 360,000 active; AID 651602, 2012; in the data active means inhibition above about 11%
SUMO Mot1 rescue: yeast Mot1-301 growth rescue at high temperature, primary screen, SUMOylation pathway inhibitor project, S. cerevisiae, ATP luminescence, 38.5C; AID 2716, 2010; growth rescue, % at 18.8 µM; S. cerevisiae Mot1-301 growth rescue; percent above DMSO median, 100 means doubled; 1% of 320,000 active;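 active means every valid replicate shows activation above 250% relative to neutral control wells; inactive means the rest, any valid replicate at or below 250%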;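 further: OY570 slx delta 5 strain wells were the positive control but not used for scaling; some compounds called inactive have numbers as strong as hits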
MOR-DOR inv ag: inverse agonists of MOR-DOR heterodimerization, primary screen, cell-based, luminescence; cell-based MOR-DOR heterodimer luminescence, inverse agonism; inhibition, % at 9.3 µM; Mu-type opioid receptor (Homo sapiens) + Delta-type opioid receptor (Homo sapiens), …; 0.21% of 340,000 active; in the data active means inhibition above about 22%, passing the limit was not always enough;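 further: 0% = cells with DMSO and 100% = wells without cells with DMSO; values of inactives mirror those of a sister screen read the other way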
PfHsp90 yeast 2: growth inhibition of PfHsp90-expressing yeast, primary screen, antimalarial PfHsp90 inhibitor project, S. cerevisiae, BacTiter-Glo luminescence, single point, set 2; BacTiter-Glo ATP, 48 h; yeast lacking PDR1 and PDR3 efflux regulators; inhibition, % at 9.4 µM; 0.32% of 310,000 active;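 active means every replicate shows inhibition above about 80%, whatever the replicate mean, limit read from the data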;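 further: 0% = DMSO neutral controls and 100% = 20 µM radicicol positive controls; yeast relying on Plasmodium falciparum Hsp90 in place of its own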
E coli growth: E. coli V3065 growth inhibition, primary screen, counter-screen for AddAB inhibitor project, absorbance, OD600; 18 h; inhibition, % at 11.9 µM; 0.27% of 330,000 active; AID 449728, 2010;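 active means inhibition above the campaign's mean inhibition across all tested compounds plus 3 SD, cut at about 9.9% in these data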;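 further: uninfected addAB+ strain grown without phage in ampicillin broth; 0% = DMSO wells and 100% = ciprofloxacin 0.95 µg/ml wells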
Tat export inh: E. coli Tat export inhibitors, primary screen, MC4100, TorA-mCherry reporter, fluorescence, single point | inhibition, % at 10 µM | 0.036% of 340,000 active | AID 488895, 2010;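 active means mean replicate inhibition at least 50% and at least half of replicates individually reaching 50%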;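 further: exported cargo escapes ClpAP degradation while cytoplasmic cargo is degraded and loses fluorescence; 0% = median of neutral control wells and 100% = median of NaSCN control wells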
AddAB inh: growth inhibition of E. coli expressing H. pylori AddAB, primary screen, AddAB inhibitor project, absorbance; inhibition, % at 11.9 µM; 0.29% of 330,000 active; in the data active means inhibition above about 12%;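 further: 0% = vehicle wells of infected cells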
Pemphigus Ab inh: inhibitors of pemphigus antibody binding to DSG3, primary screen, biochemical, bead-based, flow cytometry, scFv-GFP | DSG3-coupled beads, scFv-anti-DSG3-GFP binding; hits give low values | binding (percent of control), % at 10 µM | 0.48% of 310,000 active;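 active means binding more than 3 SD below its plate's average and above zero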;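 further: hits lower antibody fragment binding to DSG3; some compounds called inactive have numbers as strong as hits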
Target sequence (P32926 whole entry, looked up, the tested form may be a part): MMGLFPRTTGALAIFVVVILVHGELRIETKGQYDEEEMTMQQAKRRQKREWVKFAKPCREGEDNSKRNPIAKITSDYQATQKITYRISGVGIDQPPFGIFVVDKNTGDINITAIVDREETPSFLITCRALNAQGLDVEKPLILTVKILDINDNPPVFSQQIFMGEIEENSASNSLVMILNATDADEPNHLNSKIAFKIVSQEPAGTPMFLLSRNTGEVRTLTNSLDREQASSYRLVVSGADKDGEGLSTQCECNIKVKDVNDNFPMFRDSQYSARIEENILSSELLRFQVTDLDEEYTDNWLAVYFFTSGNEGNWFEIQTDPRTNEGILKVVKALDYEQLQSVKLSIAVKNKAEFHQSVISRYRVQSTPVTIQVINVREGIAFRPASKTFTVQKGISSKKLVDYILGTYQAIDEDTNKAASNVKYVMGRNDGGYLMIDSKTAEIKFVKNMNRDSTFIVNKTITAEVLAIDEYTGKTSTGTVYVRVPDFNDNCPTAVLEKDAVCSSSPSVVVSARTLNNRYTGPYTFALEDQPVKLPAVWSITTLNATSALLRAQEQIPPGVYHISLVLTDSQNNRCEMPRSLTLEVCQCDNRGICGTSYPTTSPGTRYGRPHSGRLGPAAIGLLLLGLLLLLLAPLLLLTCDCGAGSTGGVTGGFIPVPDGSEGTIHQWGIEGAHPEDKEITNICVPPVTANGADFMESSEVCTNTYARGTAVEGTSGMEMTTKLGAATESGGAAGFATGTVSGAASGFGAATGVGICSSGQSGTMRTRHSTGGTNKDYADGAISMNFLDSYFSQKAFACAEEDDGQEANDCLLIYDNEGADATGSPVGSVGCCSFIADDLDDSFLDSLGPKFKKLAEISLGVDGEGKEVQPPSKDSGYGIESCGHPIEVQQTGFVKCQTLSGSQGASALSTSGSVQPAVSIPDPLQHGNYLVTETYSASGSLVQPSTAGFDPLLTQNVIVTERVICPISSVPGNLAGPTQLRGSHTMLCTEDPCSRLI
Arrestin-AP2 inh: inhibitors of beta-arrestin/AP2 binding, primary screen, biochemical, GPCR trafficking, flow cytometry; FITC-arrestin peptide / GST-AP2 beads; AP2 beta2 appendage carries R879A mutation; inhibition, % at 10 µM; 0.31% of 340,000 active; AID 504490, 2011;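 active means inhibition above a set limit, near 3 SD of compounds lacking own fluorescence, cut at about 54% in these data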;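 further: plate controls were DMSO wells for no effect and 5 µM unlabelled arrestin peptide for full effect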
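System: GST-AP2 R879A bound to glutathione beads, E. coli-expressed. Also added: 50 nM FITC-arrestin peptide. Schedule: compound with beads 12 min RT, then probe 1 h RT. Signal: bead flow cytometry, FITC channel. Read-out basis: percent response.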
OPRM1-OPRD1 ag: agonists of OPRM1-OPRD1 heterodimerization, primary screen, cell-based, luminescence. 0.3% of 340,000 active. cells. activation, % at 9.3 µM. Mu-type opioid receptor (Homo sapiens) + Delta-type opioid receptor (Homo sapiens), …; in the data active means activation above about 18%;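 further: 0% = vehicle-treated cells and 100% = reference agonist; values of inactives mirror those of a sister screen read the other way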
* marks the source's active call; other numbers are inactive results; . = no result given.

SMILES	PKA-R1A act	phage Ecoli inh	SUMO Mot1 rescue	MOR-DOR inv ag	PfHsp90 yeast 2	E coli growth	Tat export inh	AddAB inh	Pemphigus Ab inh	Arrestin-AP2 inh	OPRM1-OPRD1 ag
O=S(=O)(c1ccc(F)cc1)N1CCN(Cc2cc3c(cc2Br)OCCO3)CC1	-2	4.7	96	-3	-20	0.2	-4	-0.8	.	-7	0.7
Clc1ccc2nc(CSc3nncn3-c3ccccc3)cn2c1	-6	4.8	4	1	6	-0.6	1	2.2	99	5	-0.1
Cc1nn(C)cc1CNC(=O)Nc1ccc(Cl)cc1	5	4.1	-12	5	8	0.2	0	1.8	.	-9	-0.9
CC(C)(C)OC(=O)CC1(C#N)c2ccccc2C(Br)=CN1C(=O)c1ccccc1 (stereo unspecified)	-1	2.7	-7	-13	-24	1.3	3	3.7	103	2	2.3
CCOc1ccccc1CN(Cc1ccco1)S(=O)(=O)c1ccc(-n2cnnn2)c(OC)c1	-5	-0.2	.	9	-9	.	14	.	96	-4	-1.7
COc1ccccc1NC(=O)c1nn(-c2ccc(OC(F)(F)F)cc2)ccc1=O	2	2.1	-7	4	.	-1.9	-1	2.6	88	15	-0.9
O=C(Nc1cc([N+](=O)[O-])ccc1N1CCCC1)c1ccccc1	-6	2.9	.	-16	.	-0.4	-3	0.0	113	-12	3.2
Cn1cccc1/C=N/NC(=O)Cc1ccccc1	18	2.5	-21	15	-23	0.7	-5	1.9	.	-17	-3.0
COc1ccccc1Cn1c(CCCO)nc2ccccc21	-7	3.6	-4	6	41	2.6	-1	2.7	.	-14	-1.4
Cc1ccc2c(c1)N(C(=O)CCC(=O)NCc1cccc(Br)c1)CC(C)O2 (stereo unspecified)	-8	0.8	0	8	19	0.1	7	2.4	100	0	-1.4

Continued; the last two above are carried over.
SMILES	PKA-R1A act	phage Ecoli inh	SUMO Mot1 rescue	MOR-DOR inv ag	PfHsp90 yeast 2	E coli growth	Tat export inh	AddAB inh	Pemphigus Ab inh	Arrestin-AP2 inh	OPRM1-OPRD1 ag
COc1ccccc1Cn1c(CCCO)nc2ccccc21	-7	3.6	-4	6	41	2.6	-1	2.7	.	-14	-1.4
Cc1ccc2c(c1)N(C(=O)CCC(=O)NCc1cccc(Br)c1)CC(C)O2 (stereo unspecified)	-8	0.8	0	8	19	0.1	7	2.4	100	0	-1.4
CCc1noc(C)c1C(=O)Nc1cc(S(=O)(=O)N(CC)CC)ccc1N1CCCC1	-11	0.5	-1	2	.	-0.3	-1	1.0	112	-3	-0.4
CCC(C)n1ncn(-c2ccc(N3CCN(c4ccc(OC)cc4)CC3)cc2)c1=O (stereo unspecified)	7	3.2	19	-1	3	-1.7	2	2.8	85	39	0.2
CNc1cc(-n2nc(C)cc2-c2ccccc2)ncn1	-11	1.4	-19	6	0	-0.6	-5	0.7	99	25	-1.1
C=C1CCC[C@]2(C)C[C@H]3OC(=O)C(CN4CCCCC4CO)[C@H]3CC12 (stereo partly specified)	-7	1.4	5	1	-21	-1.9	3	0.4	97	3	-0.1
CCCN(CC(=O)Nc1ccccc1OC)C(=O)Cc1ccc2c(c1)CCC2	15	.	-9	3	0	-1.8	12	-1.4	107	-8	-0.8
COc1cc(C(=O)NCc2ccc(C)cc2)ccc1OC(F)F	-4	-0.6	-28	8	10	-0.9	-8	0.1	84	6	-1.6
Fc1ccc(CNC(=S)Nc2cccc(Cl)c2)cc1	-13	7.9	-1	-45	-8	5.6	-1	5.1	102	18	8.0
CCCCC(=O)C1=C(N2CCCC2)CC(C)(C)CC1=O	-2	0.8	-19	18	5	0.2	-6	-2.9	106	17	-2.9
COc1ccc(OC)c(Cc2nnc(CCC(=O)NC3CCCC3)o2)c1	-15	-0.3	-13	-16	3	-3.2	5	2.9	103	2	2.2
CCCN1CCN(C(=S)Nc2sc(CC)cc2C(=O)OC)CC1	1	1.2	21	2	6	-1.2	16	-2.4	96	-34	-0.5
Brc1ccc(-c2cn3cccnc3n2)cc1	-3	3.5	662*	-1	17	3.5	-1	2.8	.	-4	0.2
O=C(NC12CC3CC(CC(C3)C1)C2)N1CCN(C2CCCCC2)CC1	-3	5.1	17	-1	-1	-0.7	4	2.7	98	1	0.1
COc1ccc(C(=O)COC(=O)CCN2C(=O)[C@@H]3[C@H](C2=O)[C@@H]2C[C@H]3C(Br)C2Br)cc1 (stereo partly specified)	-1	3.3	-8	11	.	1.6	0	1.9	106	3	-2.1
Cc1ccccc1NC(=O)CSC(N)=O	-2	2.6	-1	-3	.	-0.8	-7	2.4	107	0	0.5
COCCN1C(=O)N[C@@H](c2ccco2)C(C(=O)OC)=C1C	0	1.8	14	7	-2	-2.7	1	3.6	99	2	-1.3
COc1ccc(/C=C/c2nc3ccccc3c(=O)n2-c2cccc(C(=O)O)c2)cc1	0	-1.3	55	0	14	-0.7	2	-0.4	99	10	0.1
CCCNC(=O)C1(S(=O)(=O)c2ccccc2)CC=CC1	-1	3.2	2	10	-19	0.3	0	4.1	107	6	-1.6
C/C(=N\N=c1/sc2ccccc2n1C)c1ccc(N2CCOCC2)cc1	-5	2.5	-15	7	-1	1.2	-12	3.3	97	2	-1.2
c1ccc2c(c1)OC1OC2Oc2ccccc21	7	.	.	10	-13	.	-3	.	90	25	-1.9
O=C(NC1CCCCC1)c1ccc(CS(=O)(=O)c2ccc(Cl)cc2)o1	-9	-0.4	5	14	12	0.6	4	3.0	102	5	-2.6
O=C(COc1ccccc1C(=O)c1cnn(-c2ccccc2)c1)Nc1ccccc1	-4	4.3	54	-20	1	1.9	4	2.2	87	7	2.9
CN(C)S(=O)(=O)c1ccc(Cl)c(NC(=O)CN2CCN(c3ccccn3)CC2)c1	-7	2.1	.	13	-13	.	0	.	107	37	-2.9
C=C(c1ccc(O)cc1)c1ccc(O)cc1	-9	5.7	72	19	-5	-2.0	0	-0.9	107	-6	-4.5
COc1cc(C2C(C#N)=C(N)Oc3n[nH]c(C)c32)ccc1OC(=O)c1ccccc1 (stereo unspecified)	0	1.1	9	2	-1	-1.2	0	0.2	105	8	-0.4
COCCOC1CCN(C(=O)c2cc(COc3ccc(-n4cncn4)cc3)on2)CC1	-9	1.6	-4	10	0	0.8	2	2.3	99	-12	-1.8
C=C1SC(Nc2c(C)cc(C)cc2C)=NC12CCCCC2	7	1.1	9	-28	7	-5.9	3	-5.7	113	16	5.6
O=C(CN1C(=O)NC2(CCCCCC2)C1=O)Nc1ccc(S(=O)(=O)N2CCOCC2)cc1	4	1.0	.	2	26	3.1	-1	0.8	100	10	-0.4
COc1cc2c(cc1OC)CN(S(=O)(=O)/C=C/c1ccccc1)CC2	-8	3.1	153	11	-15	1.2	4	1.0	103	-16	-2.4
S=C(NCc1ccco1)N1CCN(c2ccccc2Cl)CC1	-1	-0.3	28	4	.	0.8	3	-0.2	116	-20	-0.8
COc1ccc(C(CC(=O)O)NS(=O)(=O)c2ccc(C)cc2)cc1 (stereo unspecified)	-7	1.6	-5	1	.	-2.1	-4	-0.3	102	-3	-0.3
COc1ccccc1CN(C)S(=O)(=O)c1cccs1	-4	-0.5	-21	11	-1	2.5	-1	1.9	98	3	-2.0
CN(C)/C=N/c1cc(=O)n(C)c(=O)n1Cc1ccccc1	-2	2.9	-6	12	-6	3.6	3	1.9	.	-1	-2.1
COCCN(CCOC)C(=O)c1ccc(SCc2ccc(C)cc2)c([N+](=O)[O-])c1	-17	0.8	187	5	.	-0.7	2	1.6	120	-7	-0.9
CCOCCCNC(=O)C1CCC(CNS(=O)(=O)c2ccc(F)cc2)CC1 (stereo unspecified)	-1	2.1	9	6	-18	0.2	-6	4.8	.	-8	-1.4
Cc1ccc([C@@H]2CC=C(C(=O)O)[C@H](c3ccc(Cl)cc3)N2S(=O)(=O)c2ccc(C)cc2)cc1	-2	1.3	4	-9	-6	0.1	0	-0.2	98	-4	1.5
O=C(Nc1ccccn1)C1CCN(S(=O)(=O)c2ccc3c(c2)OCCCO3)CC1	-4	0.5	11	8	.	-3.0	-7	2.5	97	-1	-1.2
Cc1ccc(-c2nnc3sc(CCc4ccccc4)nn23)cc1	-6	0.6	8	-32	-40	1.1	2	1.1	101	-3	5.6
O=C1S/C(=C\c2ccc(O)c([N+](=O)[O-])c2)C(=O)N1c1ccccc1Cl	-4	4.0	-26	24	-22	-1.0	7	-0.1	92	-19	-5.3
CCc1ccc(NC(=O)CSc2ccc(-c3sc(C)nc3C)nn2)cc1	4	-1.4	350	7	-30	4.3	-3	0.6	117	0	-1.3
Cc1cc(C2=NNC(=NC3CC3)SC2)c(C)n1Cc1ccco1	2	2.7	0	-3	7	-3.0	-4	-0.5	91	.	0.6
C/C=C(\C)CN1CCC(n2nccc2NC(=O)CCOc2ccccc2)CC1	10	-2.0	142	3	5	0.7	1	3.4	.	42	-0.5
O=C(Cc1ccccc1)NCC(=O)OCC(=O)c1ccc([N+](=O)[O-])cc1	-8	2.3	-16	17	13	1.2	-5	5.5	.	6	-3.5
Cc1ccc(S(=O)(=O)c2ccc(Cl)cc2)cc1S(=O)(=O)N(C)CC(=O)O	1	2.0	259	2	0	-1.3	-3	2.1	107	19	-0.4
C=C1N(c2ccccc2)C(=O)OC1(C)C	-6	4.4	85	10	12	0.8	-5	4.2	102	18	-1.7
Cc1ccc(C(=O)N(Cc2nc(-c3ccc(C)cc3)no2)C(C)C)cc1	6	2.9	102	-18	11	-0.5	-4	2.7	106	-2	3.5
COc1ccc(NC(=O)CCC(=O)Nc2nnc(C3CCCCC3)s2)c(OC)c1	-4	-0.6	2	19	8	-2.1	-3	0.5	102	3	-3.6
Nc1c2c(nc3ccccc13)N(C1CCCCC1)CC2	-6	-0.2	198	-13	12	-2.5	6	-1.6	93	3	2.4
Cc1ccc(C(=O)Nc2ccccc2C(=O)N2CCCC2)cc1[N+](=O)[O-]	-8	-0.3	-8	5	43	1.0	-3	2.2	105	2	-1.1
O=C(CN1C(=O)NC2(CCCC2)C1=O)NCCc1ccc(Cl)cc1Cl	-3	-0.1	-7	13	.	-4.7	-5	1.3	95	0	-3.5
